NCI-60 one-dose screen, 48 h, at 10 µM unless noted. Numbers give growth in % (100 = growth as untreated, 0 = no growth, -100 = all killed).
MDA-MB-435: MDA-MB-435 melanoma. 82,000 compounds, 7.8% hits. AID 1794794
MOLT-4: MOLT-4 leukemia cells; AID 1794779; 80,000 compounds, 6.9% hits
HOP-62: HOP-62 NSCLC; 80,000 compounds, 3.9% hits; AID 1794735
SR: SR leukemia cells; 73,000 compounds, 8.7% hits
K-562: K-562 leukemia; 78,000 compounds, 7.4% hits; AID 1794777
CCRF-CEM: CCRF-CEM leukemia; 77,000 compounds, 7% hits
HOP-92: HOP-92 NSCLC cells; 71,000 compounds, 6.3% hits
RPMI-8226: RPMI-8226 leukemia cells | 77,000 compounds, 7.5% hits | AID 1794781
Active calls of the source: *; x = no result given; & = joins results of further samples. How the source made its calls: active means growth percent below 10; inactive means the rest. Hits appear at their usual frequency, and some 14% of all compounds hit somewhere here.

SMILES | MDA-MB-435 | MOLT-4 | HOP-62 | SR | K-562 | CCRF-CEM | HOP-92 | RPMI-8226
CC1C=CN(N(C)C)C(C#N)(C#N)C1(C#N)C#N (stereo not given) | 108 | 105 | 91 | 102 | 104 | 105 | 109 | 102
CC1(C)CC[C@]23CC[C@]4(C)[C@H](CC[C@@H]5[C@H]6c7c([nH]c8ccccc8c7=O)C(C)(C)[C@@H]6CC[C@]54C)[C@H]2C1OC3=O | 93 | 71 | 115 | 71 | x | 84 | 97 | 74
CN1C=C(c2ccc3ccccc3n2)C(c2c[nH]c3ccccc23)c2ccccc21 (stereo not given) | 83 | 85 | 101 | 52 | 16 | 71 | 83 | 54
CSc1nc2[nH]cnc(=S)c2[nH]1 | 91 | 29 | 100 | 121 | 105 | 124 | x | 171
O=[N+]([O-])c1ccc(/C=N/Nc2nc3ccccc3[nH]2)cc1 | 104 | 82 | 99 | 87 | 90 | 103 | 128 | 89
CC(=O)/C(=C/c1ccc(C#N)cc1)C(=O)c1ccccc1 | 79 | 50 | 108 | 12 | 82 | 59 | 84 | 41
CCc1ccc(Nc2cc(C)nc3nc(C)nn23)cc1 | -97* | -21* | 27 | -21* | -24* | -11* | -3.0* | -35*
COc1ccc(-c2ccn(S(=O)(=O)c3ccc(C)cc3)n2)cc1 | 94 | 95 | 108 | 79 | 75 | 86 | 80 | 69
CC(=O)N1N=C(c2ccc(Nc3nc(Nc4ccc(Cl)cc4)nc(Nc4ccc(Cl)cc4)n3)cc2)CC1c1ccc(N(C)C)cc1 (stereo not given) | 109 | 79 | 87 | 76 | 72 | x | 89 | 61
CN(C)C(=S)SCN1C(=O)c2ccc([N+](=O)[O-])cc2S1(=O)=O | 101 | 92 | 105 | 76 | 78 | 51 | x | 116
N#Cc1c2c([nH]c(=O)c1C#N)CCC2 | 98 | 101 | 105 | 95 | 101 | 100 | 79 | 97
CC1CN(Cc2ccco2)C(=O)NC1=O (stereo not given) | 95 | 99 | 98 | 93 | 82 | 84 | 75 | 91
COC(=O)[C@]1(C)CCC[C@]2(C)[C@H]3C[C@H]4C(C(C)C)=C[C@]3(CC[C@H]21)[C@@H]1C(=O)/C(=C/c2cccc(OC)c2)C[C@H](O)[C@@H]14 | 102 | 75 | 97 | 86 | 81 | 90 | 94 | 73
CCOC(=O)c1cc2c(OC)c(OC)ccc2c2[nH]cc(C#N)c(=O)c12 | 101 | 93 | 88 | 83 | 98 | 94 | 64 | 88
O=S1(=O)CCN(C2CCCCCCCCCCC2)CC1 | 93 | 61 | 105 | 90 | 50 | 66 | 57 | 56
CN1CC(c2ccccc2)C(C(=O)c2ccc(Br)cc2)C12C(=O)Nc1ccccc12 (stereo not given) | 106 | 92 | 95 | 97 | 75 | 102 | 86 | 88
Cc1cc(O)c2c(c1)C1OC(=O)CCCCCCN1C1=C2C(=O)c2cccc(OC3CC(O)C(O)C(C)O3)c2C1=O (stereo not given) | 107 | 93 | 81 | 105 | 104 | 101 | 112 | 106
O=C(CCC1CCCCC1)OCCBr | 107 | 105 | 105 | 98 | 102 | 100 | 119 | 111
Cc1ccc(NC(=O)NS(=O)(=O)c2c[nH]c(=S)[nH]c2=O)cc1 | 105 | 88 | 100 | 86 | 114 | 103 | 147 | 98
[O-][n+]1onc(Sc2ccccc2)c1-c1ccncc1 | 104 | 109 | 116 | 118 | 109 | 102 | 103 | 106
CCOC(=O)c1c(NC(=O)CSc2nnc(C(C)c3ccc(CC(C)C)cc3)n2-c2ccccc2)sc(C)c1C (stereo not given) | 81 | 62 | 88 | 80 | 59 | 89 | x | 55
COc1ccc2c(c1)/C(=C\c1c[nH]c3ccccc13)C(=O)N2 | 101 | 59 | 78 | 80 | 74 | 69 | x | 68
O=C(O)c1cn(C2CC2)c2cc(N3CCN(C(=O)CCCN4C(=O)S/C(=C\c5ccc([N+](=O)[O-])cc5)C4=O)CC3)c(F)cc2c1=O | 102 | 107 | 80 | 90 | 106 | x | 100 | 91
CCCCCCCc1nc(C#N)c(NCc2ccc(C)cc2)o1 | 97 | 87 | 110 | 95 | 85 | 95 | 107 | 107
O=c1[nH]cnc2c1cnn2Cc1ccccc1 | 102 | x | 77 | 81 | 86 | 81 | 86 | 76
The results go on:
SMILES | MDA-MB-435 | MOLT-4 | HOP-62 | SR | K-562 | CCRF-CEM | HOP-92 | RPMI-8226
O=C(CNc1ccc(F)cc1)Nc1ncc(Cc2ccc(Cl)cc2)s1 | 61 | 80 | 70 | 92 | 35 | 87 | 101 | 88
COc1ccc2c(c1OC)OCC(CN(C)C)C2=O (stereo not given) | 96 | 61 | 100 | 78 | -100* | 60 | 52 | -41*
CCC(Sc1ccccc1[N+](=O)[O-])[N+](=O)[O-] (stereo not given) | 110 | 98 | 103 | 106 | 104 | 104 | 113 | 110
CCN(CC)c1ccc(/C=N/N=C(N)N)cc1 | -23* | 49 | 55 | 28 | 26 | 36 | x | 3.7*
COc1ccc(-c2nc3sccn3c2-c2ccnc(S(C)(=O)=O)n2)cc1 | 83 | 87 | 79 | 40 | x | 78 | x | 86
O=C1CCN(c2cccc(Cl)c2)C(=S)N1 | 101 | 101 | 101 | 105 | 107 | 104 | 100 | 90
O=C(/C=C/c1cc2ccccc2[nH]c1=O)c1ccc(Nc2nccc(-c3ccc(Cl)cc3)n2)cc1 | 109 | 85 | 97 | 89 | 98 | 87 | 100 | 95
Cc1cc(NCCCNc2ccnc3cc(Cl)ccc23)nc(Nc2ccc(C(=O)N3CCCC3)cc2)n1 | 43 | 45 | 98 | 38 | 25 | 51 | 88 | 100
O=C(CSc1nnc(-c2ccc(Cl)cc2)n1-c1ccccc1)Nc1cccc(F)c1 | 50 | 86 | 50 | 37 | 48 | 91 | 58 | 40
NC(=S)Nc1ccc(Cl)cc1Cl | 97 | 105 | 85 | 82 | 100 | 94 | 80 | 90
CCOC(=O)c1c(C)c[nH]c1Cc1[nH]cc(C)c1C(=O)OCC | 105 | 85 | 83 | 87 | 101 | 51 | 77 | 87
O=C1C(=O)c2ccccc2C2=C1C(c1ccc(Cl)cc1)c1c(n[nH]c1-c1ccc(Cl)cc1)N2 (stereo not given) | 92 | 74 | 109 | x | 78 | x | x | x
O=c1c2ccccc2nc(CN2CCCC2)n1/N=C/c1ccccc1 | 101 | 101 | 92 | x | 101 | 104 | 98 | 112
CC(=O)C(C)(CCC(=O)O)CCC(=O)O | 97 | 109 | 105 | 100 | 109 | 103 | x | 107
O=S(=O)(NCCCNc1nccc(-c2c(-c3ccccc3)nc3sccn23)n1)c1ccc(F)cc1 | 16 | 38 | 89 | 35 | 26 | 31 | 87 | 39
COC(=O)N1c2ccccc2C=CC1C#N (stereo not given) | 110 | 106 | 108 | 96 | 113 | 97 | x | 106
CN1CCN(C(=O)[C@]23CCC(C)(C)C[C@@H]2C2=CC[C@@H]4[C@@]5(C)Cc6c([nH]c7ccccc67)C(C)(C)[C@@H]5CC[C@@]4(C)[C@]2(C)CC3)CC1 | 85 | 63 | 80 | x | 66 | 71 | 71 | 72
COc1ccccc1/C=C1\Oc2ccc(O)c(-c3ccccc3)c2C1=O | 91 | 78 | 110 | 66 | 88 | 85 | 96 | 90
COc1cc([N+](=O)[O-])cc(OC)c1OC | 117 | 103 | 110 | 102 | 101 | 105 | x | 96
Cc1ccc(C(=O)Nc2cccc3[nH]c(C(F)(F)F)nc23)cc1 | 79 | 84 | 129 | 77 | 61 | 72 | 38 | 60
C=CCN1CCN(C(=S)SCc2cc(=O)oc3ccc(C)cc23)CC1 | 100 | 105 | 101 | 116 | 95 | 101 | 96 | 100
Nc1nc2c(c3cnccc13)C(c1cccc(Br)c1)Cc1cnccc1-2 (stereo not given) | -37* | 12 | x | 18 | 9.9* | 6.8* | 16 | -2.8*
Cc1cc(N/N=C/c2nc(-c3ccc(Cl)cc3)oc2C)c2cc(Cl)ccc2n1 | -30* | -21* | 103 | -6.4* | -16* | -24* | 70 | -36*
O=C1CCC(c2ccccc2)O1 (stereo not given) | 105&103 | 92&100 | 105&95 | 86&94 | 83&93 | 109&98 | 77&79 | 93&102
O=C1NC(=Nc2ccc(F)cc2)/C(=C/N2N=C(c3ccc(Cl)cc3)CC2c2ccc(F)cc2)S1 (stereo not given) | 102 | 89 | 93 | 91 | 80 | 92 | 84 | 70
More compounds:
SMILES | MDA-MB-435 | MOLT-4 | HOP-62 | SR | K-562 | CCRF-CEM | HOP-92 | RPMI-8226
Cc1ccccc1NC(=O)NNc1ccccc1 | 103 | 114 | 96 | 97 | 99 | 102 | 105 | 103
O=C1c2c(c3c4cccc(F)c4[nH]c3c3ccc4ccccc4c23)C(=O)N1O | 61 | 3.3* | 63 | 7.3* | x | 7.1* | 79 | 0.3*
Cc1ncc(C(=O)O)c2c1OC(C)(C)OC2 | 110 | 96 | 92 | 95 | 98 | 86 | 93 | 96
ClCC(CNCc1ccccc1)c1ccccc1 (stereo not given) | 115 | 101 | 98 | 89 | 101 | 98 | x | x
COC1OC(CO)C(OC(C)=O)C(OC(C)=O)C1OC(C)=O (stereo not given) | 93 | 106 | 97 | 82 | 103 | 106 | 107 | 108
NC(=O)C1C=CN(Cc2ccccc2)C=C1 | 102 | 93 | 103 | 98 | 106 | 101 | x | 104
O=C(CSc1nnc(-c2c[nH]c3ccccc23)n1-c1ccccc1)Nc1ccc(C(=O)/C=C/c2ccc(Br)cc2)cc1 | 86 | 57 | 89 | 72 | 69 | 91 | 89 | 7.6*
CCOC(=O)C1=NN(c2ccccc2)C(=O)/C1=C\n1ccc(=O)[nH]c1=S | 107 | 98 | 84 | 101 | 103 | 101 | 86 | 98
O=C(O)c1ccc(-n2cc(CNc3ccc(F)cc3)c(-c3ccc(F)cc3)n2)cc1 | 80 | 71 | 82 | 91 | 67 | 73 | 87 | 52
O=C(CN1CCOCC1)Nc1ccc(S(=O)(=O)c2ccc(NC(=O)CN3CCOCC3)cc2)cc1 | 94 | 97 | 102 | 94 | 99 | 84 | 97 | 99
Cc1ccc(S(=O)(=O)NCCCC2=C(Br)c3ccccc3C2c2ccccc2)cc1 (stereo not given) | 99 | x | 97 | 83 | x | 98 | x | 96
CC(C)CCCC(C)C1CCC2C3CC=C4OC(=O)CCC4(C)C3CCC12C (stereo not given) | 81 | 92 | 106 | 84 | 67 | 90 | 105 | 44

Looked up by compound from above (5):
SMILES | MDA-MB-435 | MOLT-4 | HOP-62 | SR | K-562 | CCRF-CEM | HOP-92 | RPMI-8226
NC(=O)C1C=CN(Cc2ccccc2)C=C1 | 102 | 93 | 103 | 98 | 106 | 101 | x | 104
O=C(O)c1ccc(-n2cc(CNc3ccc(F)cc3)c(-c3ccc(F)cc3)n2)cc1 | 80 | 71 | 82 | 91 | 67 | 73 | 87 | 52
ClCC(CNCc1ccccc1)c1ccccc1 (stereo not given) | 115 | 101 | 98 | 89 | 101 | 98 | x | x
CCOC(=O)C1=NN(c2ccccc2)C(=O)/C1=C\n1ccc(=O)[nH]c1=S | 107 | 98 | 84 | 101 | 103 | 101 | 86 | 98
Cc1ccccc1NC(=O)NNc1ccccc1 | 103 | 114 | 96 | 97 | 99 | 102 | 105 | 103

Some of these compounds in order of count of non-hydrogen atoms, lowest first.
SMILES | MDA-MB-435 | MOLT-4 | HOP-62 | SR | K-562 | CCRF-CEM | HOP-92 | RPMI-8226
Cc1ncc(C(=O)O)c2c1OC(C)(C)OC2 | 110 | 96 | 92 | 95 | 98 | 86 | 93 | 96
O=C1c2c(c3c4cccc(F)c4[nH]c3c3ccc4ccccc4c23)C(=O)N1O | 61 | 3.3* | 63 | 7.3* | x | 7.1* | 79 | 0.3*
Cc1ccc(S(=O)(=O)NCCCC2=C(Br)c3ccccc3C2c2ccccc2)cc1 (stereo not given) | 99 | x | 97 | 83 | x | 98 | x | 96
O=C(CSc1nnc(-c2c[nH]c3ccccc23)n1-c1ccccc1)Nc1ccc(C(=O)/C=C/c2ccc(Br)cc2)cc1 | 86 | 57 | 89 | 72 | 69 | 91 | 89 | 7.6*
